KB-V1 MDR tox – kills drug-selected multidrug resistant KB-V1 cells; 400,000 tested, 3.4% active; KB-V1 MDR cells viability, CellTiter-Glo, 72 h; Potency, µM (highest dose often 46.1 µM), inactives show at the highest dose activity change, negative = cytotoxicity, hits mostly cytotoxic; note: potency is the fitted concentration of half-maximal effect; % is set by controls: 0 for no effect and ±100 for the full control effect; nearly all actives have a fitted effect of over 60% in size
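Compound-treated KB-V1 multidrug-resistant cells, 72 h, 37 degrees C; viability by CellTiter-Glo. Fitted qHTS curves give the values.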
IL-1B inflam inh – inflammasome signaling inhibition, IL-1 beta readout; THP-1 LPS/ATP IL-1B secretion, AlphaLISA, 16 h; active compounds read low; activity change, % at 57.5 µM; 360,000 tested, 4.7% active; in the data active = activity change below about -50%; inconclusive = mostly about -30% to -49%; note: % is set by controls: 0 for no effect and ±100 for the full control effect
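Secreted IL-1B measured by AlphaLISA bead assay after 16 h compound exposure of THP-1 cells; compounds (final up to 57.5 uM) added 1 h before LPS (250 ng/mL) and ATP (1.25 mM) stimulation; lower signal means less secretion.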
D3 ag – D3 dopamine receptor (human) agonism. AID 652048. D3R DiscoveRx beta-arrestin cells, luminescence, 90 min. max activation, %. P35462. 410,000 tested, 0.58% active; in the data active = max activation above about 30%; note: 0% is about no effect; mostly tested at two doses, the higher about 12 µM
Target sequence (P35462 whole entry, looked up): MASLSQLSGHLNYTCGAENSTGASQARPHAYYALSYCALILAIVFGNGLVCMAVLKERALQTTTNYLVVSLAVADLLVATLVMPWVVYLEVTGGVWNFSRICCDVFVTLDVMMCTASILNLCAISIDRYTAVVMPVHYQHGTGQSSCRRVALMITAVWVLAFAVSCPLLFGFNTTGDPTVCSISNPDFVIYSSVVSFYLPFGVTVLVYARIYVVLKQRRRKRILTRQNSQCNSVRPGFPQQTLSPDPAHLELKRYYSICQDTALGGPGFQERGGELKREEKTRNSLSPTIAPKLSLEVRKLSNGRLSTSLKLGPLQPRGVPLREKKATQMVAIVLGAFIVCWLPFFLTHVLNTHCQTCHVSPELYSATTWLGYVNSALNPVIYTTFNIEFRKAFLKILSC
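Agonist-mode cell screen: cells plated at 1500/well and incubated overnight at 37 °C, then exposed to library compounds for 90 min at 37 °C. Detection reagent was added for 30–60 min at room temperature, and luminescence was read.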
HT1080 IDH1KD tx – kills HT-1080 cells with IDH1 knockdown | HT-1080 IDH1 knockdown viability, ATP luminescence, 48 h | Potency, µM (highest dose often 46.1 µM), inactives show at the highest dose activity, negative = toxicity, actives largely listed as cytotoxic | 360,000 tested, 2% active | AID 686971;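 note: potency is the fitted concentration of half-maximal effect; 0% = DMSO wells and -100% = cell-free medium wells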
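Viability of IDH1-knockdown HT-1080 fibrosarcoma cells was assessed by CellTiter-Glo after 48 h at 37 °C with titrated compound; concentration-effect curves were classified by fit quality and response size.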
GLP-1R agonist – activates the human GLP-1 receptor; 380,000 tested, 0.007% active; Potency, µM (top dose mostly 45.6 µM), inactives show top-dose activation, actives largely listed as activators; HEK293 GLP-1R CRE-luciferase, luminescence, 4-6 h; cells express a hypersensitive GLP-1R form; note: potency is the fitted concentration of half-maximal effect; % of control where 0% means no effect
Target sequence (P43220 whole entry, looked up): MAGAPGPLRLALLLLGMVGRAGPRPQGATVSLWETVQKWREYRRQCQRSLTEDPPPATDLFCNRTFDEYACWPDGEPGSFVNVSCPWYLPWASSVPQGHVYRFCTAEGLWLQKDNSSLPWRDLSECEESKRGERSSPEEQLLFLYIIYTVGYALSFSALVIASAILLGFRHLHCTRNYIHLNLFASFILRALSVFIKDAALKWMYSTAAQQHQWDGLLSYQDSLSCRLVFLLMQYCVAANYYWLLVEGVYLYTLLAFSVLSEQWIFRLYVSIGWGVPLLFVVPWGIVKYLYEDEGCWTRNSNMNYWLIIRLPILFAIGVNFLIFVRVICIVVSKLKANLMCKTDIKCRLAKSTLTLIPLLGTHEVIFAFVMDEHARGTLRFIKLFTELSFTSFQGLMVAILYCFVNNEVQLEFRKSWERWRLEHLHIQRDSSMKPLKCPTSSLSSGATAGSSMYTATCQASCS
KB-3-1 tox – KB-3-1 parental cell cytotoxicity | KB-3-1 viability, CellTiter-Glo ATP luminescence, 72 h | Potency, µM (top dose mostly 46.1 µM), inactives show at the highest dose activity change, negative = cytotoxic, usual class: cytotoxic | AID 1347075 | 400,000 tested, 1.4% active; note: potency is the fitted concentration of half-maximal effect; % is set by controls: 0 for no effect and ±100 for the full control effect; nearly all actives have a fitted effect of over 60% in size
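Viability of parental KB-3-1 cells, measured by CellTiter-Glo luminescence, followed a 72 h incubation at 37 °C with pinned compounds in phenol-red-free DMEM containing 10% FBS.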
DRD3 antagonist – D3 dopamine receptor (human) antagonism; P35462; D3R cells, DiscoveRx beta-arrestin luminescence, antagonist mode; active compounds read low; max response, negative = inhibition, %; 360,000 tested, 2.5% active; AID 652054; in the data active = max response below about -50%; inconclusive = no clear call, values can overlap the other calls; note: % is set by controls: 0 for no effect and ±100 for the full control effect; mostly tested at two doses, the higher about 12 µM
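Cells expressing the human receptor were seeded at 1500 cells/well, incubated overnight at 37 degrees C in 5% CO2, then exposed to library compounds with dopamine controls for 90 minutes at 37 degrees C before luminescent detection.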
SW480 rerep – DNA re-replication induction in SW480 cells. SW480 DNA re-replication, Hoechst DNA content imaging, 48 h. 340,000 tested, 1.8% active. Potency, µM (doses to about 46.1 µM), for inactives: top-dose re-replication activation, usual class: activators; note: potency is the fitted concentration of half-maximal effect; % of control where 0% means no effect; nearly all actives have a fitted effect of over 55% in size
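Image-based read-out: total Hoechst fluorescence of nuclei (405 nm excitation, 500-530 nm emission), with hits raising the fraction of high-intensity nuclei. SW480 colon cells incubated 48 hr with compounds at 37 C.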
HT1080-NT tox – kills 2HG-producing HT-1080-NT fibrosarcoma cells | AID 686970 | 360,000 tested, 1.6% active | HT-1080-NT fibrosarcoma viability, CellTiter-Glo ATP luminescence, 48 h | Potency, µM (highest dose often 46.1 µM), without a hit: at the highest dose activity, negative = less viability, usual class: cytotoxic;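 note: NT is the 2HG producing partner of a matched IDH1 knockdown line; potency is the fitted concentration of half-maximal effect; 0% = DMSO-treated cells and -100% = media-only wells without cells; nearly all actives have a fitted effect of over 55% in size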
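Luminescent CellTiter-Glo readout after 48 hours of compound exposure at 37 degrees C defined viability of HT-1080-NT cells. Activity was normalized to DMSO wells and cell-free media wells; concentration-response curves were fitted and assigned curve classes.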
The depositor's hits bear a star; ? = inconclusive; · = no result given. Unless noted, calls come from the whole dose curve; as a rule, active = well fitted curve in the direction sought with a large enough effect; inconclusive = small, poorly fitted or top-dose-only effect, or another doubt; inactive = no such curve, though single readings can be large; an effect the other way counts as inactive or inconclusive.

Under each structure: IL-1B inflam inh | HT1080-NT tox | SW480 rerep | DRD3 antagonist | D3 ag | GLP-1R agonist | HT1080 IDH1KD tx | KB-V1 MDR tox | KB-3-1 tox
> Cc1ccc(S(=O)(=O)N2CCCC(C(=O)NCCc3ccc(S(N)(=O)=O)cc3)C2)cc1 (configuration not stated)
    6.8 | 7.7% | 0.6% | -9.7 | -5.3 | 2.7% | 18.1% | ? | -3.6%
> Clc1ccc2nc(C3CCCCC3)c(Cc3ccsc3)n2c1
    0.0 | -29.7% | · | 18.4 | 7.3 | -1.8% | -22.5% | ? | ?
> O=C(NC(=S)Nc1ccc2c(c1)OCCO2)c1ccco1
    -14.2 | -2.0% | -10.3% | ? | -5.4 | 13.8% | -1.4% | 5.6% | -4.6%
> CCOc1ccc(NC(=O)Nc2ccc3snnc3c2)cc1
    · | · | · | · | 4.4 | 12.4% | · | ? | 2.5%
> Cc1ccccc1NC(=O)C1CCCN1S(=O)(=O)c1cccc2cccnc12 (configuration not stated)
    28.0 | 3.5% | 3.1% | 0.0 | 0.0 | 9.7% | 2.6% | 0.0% | 0.0%
> CC(C(=O)N1CCOCCOCCOCC1)N1C(=O)c2ccccc2C1=O (configuration not stated)
    -5.3 | 0.3% | -1.6% | 9.7 | -0.7 | 1.5% | 0.3% | ? | 5.8%
> O=C(Nc1nn[nH]n1)C12CC3CC(CC(C3)C1)C2
    3.6 | 5.6% | -5.9% | -18.7 | 2.9 | 1.2% | 3.4% | 5.7% | 4.0%
> CSC1=NC2(C)CCCCC2C12C=CC(=O)C=C2 (configuration not stated)
    -5.8 | 10.0% | -9.2% | 15.3 | -0.5 | 5.4% | 20.7% | -8.2% | 1.5%
> CC1=C(C(=O)N2CCOCC2)CC(CC(=O)NC(c2ccccc2)c2ccccc2)C(=O)N1Cc1ccc(C(C)(C)C)cc1 (configuration not stated)
    -19.4 | -25.2% | · | 10.1 | 3.7 | -5.9% | -26.2% | 5.4% | ?
> O=C(Nc1sc2c(c1C(=O)NC1CCCCC1)CCC2)c1ccco1
    -9.8 | 16.1% | 23.6% | 7.8 | -5.8 | -3.8% | 22.0% | 0.0% | 1.1%
> CCOc1ccc(NC(=O)Nc2ccc3c(c2)CCC3)cc1
    -0.8 | 2.0% | 3.6% | -0.1 | 0.0 | -1.7% | 14.2% | -2.6% | -0.1%
> N#CCC(=O)Nc1ccc(C(=O)Nc2cccnc2)cc1
    0.0 | 13.4% | 0.3% | -1.4 | 2.5 | 7.3% | 11.7% | 0.0% | 0.0%
> CSc1nc(N)nc2c1ncn2CC(=O)NCCCc1ccccc1
    26.8 | -6.6% | 20.0% | 23.9 | 10.0 | 3.3% | -1.8% | -7.6% | -1.8%
> CCN(CCNC(=O)CN(C)S(=O)(=O)c1cccc2nsnc12)c1ccccc1
    -8.3 | 8.7% | -2.4% | 11.6 | 5.6 | -2.8% | -3.3% | -12.1% | -6.6%
> COc1ccc(NCc2nnc(SCC(=O)NNC(=O)c3ccc(C)cc3)n2C)cc1
    11.2 | -0.3% | -1.0% | 12.1 | 0.2 | 3.2% | -0.6% | -5.3% | 0.2%
> CCOc1ccc2cc(C#N)c(SCC(=O)N3CCC(C)CC3)nc2c1
    -3.2 | -3.2% | 0.0% | -19.3 | -13.6 | 9.4% | 0.8% | 2.59µM* | -24.5%
> CN(C)S(=O)(=O)c1ccc2c(c1)C(=NNC(N)=O)c1cc(S(=O)(=O)N(C)C)ccc1-2
    -1.2 | -18.3% | 51.9% | -13.4 | 10.4 | -1.1% | -3.1% | ? | 22.2%
> CCOC(=O)Cc1csc(NC(=O)c2cc(OC)cc(OC)c2)n1
    0.6 | 8.8% | -5.0% | 3.5 | -1.9 | -2.3% | 11.1% | -8.2% | -4.4%
> FC(F)(F)c1cc(-c2ccccc2)nc(-n2cc(Cl)cn2)n1
    ? | 25.2% | -11.3% | 8.2 | 0.0 | 25.6% | 13.7% | ? | -2.3%
> COc1ccc(-c2nc(O)c3cnccn23)cc1
    13.0 | 19.0% | 0.4% | -10.5 | -1.2 | -8.5% | 19.4% | 16.6% | 18.8%
> CCCC(=O)Nn1cnc2c(c1=O)C1(CCCC1)Cc1ccccc1-2
    75.6 | -2.9% | -2.8% | -0.5 | 1.0 | -1.8% | -26.6% | 2.9% | 3.6%
> c1ccc(Nc2nc(-c3ccncc3)cs2)nc1
    0.0 | -12.8% | -1.1% | -0.5 | -6.7 | -9.4% | -27.8% | -13.9% | 0.0%
> CCNC(=O)/C(=C/c1ccco1)NC(=O)/C=C/c1ccccc1
    -28.1 | 0.3% | -3.1% | -29.5 | 0.8 | 8.6% | -0.2% | 6.3% | 1.2%
> COc1cc(C(=O)OCC(C)=O)cc(NC(=O)c2ccco2)c1OC
    ? | 10.4% | -8.3% | 3.7 | 1.2 | 5.0% | 2.4% | -10.4% | 0.2%
> Cc1ccc(C)c(NS(=O)(=O)c2cc(Br)cnc2N)c1
    26.2 | -24.7% | -4.5% | 0.0 | 1.1 | 0.5% | -21.7% | ? | -2.4%
> COc1ccc(NC(=O)NCCCN2CCCC2=O)c(OC)c1
    -12.3 | 3.0% | -7.5% | 0.0 | -4.6 | -5.9% | -5.3% | -4.7% | -7.3%
> O=C(NCCc1nnc2ccc(NCc3ccccc3Cl)nn12)c1ccccc1
    ? | 0.0% | ? | 11.7 | -2.2 | 4.9% | -2.9% | 26.2% | -6.4%
> CC(C)(C)c1ccc(C(=O)N2CCC2(C)C(=O)Nc2ccc3[nH]ncc3c2)cc1 (configuration not stated)
    -1.4 | -8.5% | · | 20.7 | 10.0 | 10.3% | ? | -0.8% | -0.3%
> NC(=O)NOCc1c(Cl)cccc1Cl
    -5.5 | 14.3% | 0.0% | 13.5 | 21.8 | -3.4% | 4.2% | -10.1% | 12.1%
> CCN(CC)CCNc1ccc(CO)c2oc3cc(Cl)ccc3c(=O)c12
    -28.9 | ? | · | -55.6* | -5.2 | -3.3% | -17.7% | ? | ?
> NS(=O)(=O)c1ccc(N2CCN(S(=O)(=O)Cc3ccccc3)CC2)nc1
    22.5 | 1.6% | -10.6% | -7.1 | -1.6 | 10.1% | -11.1% | -17.3% | 15.5%
> COc1ccccc1N1CCN(C2CCCN(C(=O)CN3CCCC3=O)C2)CC1 (configuration not stated)
    -3.4 | 0.2% | -10.0% | 2.3 | -6.9 | 4.6% | -0.4% | 5.8% | -2.4%
> CC(=O)c1c(C)[nH]c(C(=O)OCc2ccccc2)c1C
    -2.6 | ? | ? | 5.5 | 8.5 | 22.4% | -2.5% | ? | ?
> CCOC(=O)C(CC)Sc1nc2c(c(=O)[nH]c(=O)n2C)n1C/C=C(/C)Cl (configuration not stated)
    0.0 | -18.8% | ? | 7.7 | 2.0 | ? | -9.6% | ? | 3.7%
> Brc1ccc(OCCOCCOc2cccc3cccnc23)cc1
    ? | -0.3% | -6.2% | -9.4 | 0.5 | 3.8% | -8.4% | 18.4µM* | 2.7%
> O=C(Nc1ccc(Cl)c(Cl)c1)Nc1nccs1
    -10.0 | ? | 2.31µM* | -14.2 | -7.0 | -5.1% | ? | 4.11µM* | 4.61µM*
> CCC(=O)c1ccc(OCC(=O)NCC2(N3CCCCC3)CCCCC2)cc1
    21.1 | -1.2% | 1.8% | -19.4 | -2.4 | 0.2% | -2.3% | -10.4% | 5.1%
> CCCCCCC1CC(CSc2ncn[nH]2)OC1=O (configuration not stated)
    -7.4 | -15.2% | 0.1% | -5.0 | -6.6 | -1.3% | -13.5% | 8.4% | -13.8%
> CCOC(=O)c1ccc(NC(=O)CSc2nnc(CNC(=O)c3c(F)cccc3Cl)o2)cc1
    -4.4 | 9.8% | -3.3% | 23.2 | 5.6 | -0.8% | 8.9% | 11.0% | -4.5%
> COc1ccc(C(=O)NCC(=O)N2CCc3ccccc3C2)cc1
    -9.0 | 19.5% | -12.7% | 17.1 | 0.5 | 6.1% | 15.8% | -27.1% | -0.5%
> O=C(O)C1C2C=CC(C2)C1C(=O)Nc1ccccc1Br (configuration not stated)
    4.2 | -2.1% | -2.4% | 8.6 | -5.3 | 3.9% | 15.1% | 6.7% | -2.8%
> Cc1nc2c3cc(Cl)ccc3n(CCN3CCCCC3)c2s1
    -12.0 | ? | 14.6µM* | -6.5 | -19.3 | 9.7% | ? | -1.1% | 0.8%
> COc1ccc(C(=O)Nc2ccccc2C(=O)NCc2ccco2)cc1OC
    -2.2 | -2.2% | -6.5% | 42.6 | 9.8 | ? | -4.8% | ? | 4.0%
> COc1ccccc1C(=O)NCCC(=O)NCc1ccccn1
    -0.9 | -2.6% | -18.8% | 0.4 | 2.4 | 5.1% | 9.8% | 12.3% | -12.0%
> CCSc1ccccc1C(=O)Nc1cccc(OC)c1
    -12.6 | 25.1% | 0.9% | 7.2 | 21.0 | 6.8% | 9.7% | 18.4µM* | 3.1%
> CCN(CC)S(=O)(=O)c1ccc2[nH]c(=O)cc(C(=O)Nc3ccc(C)c(S(=O)(=O)N(CC)CC)c3)c2c1
    -16.8 | -19.5% | 1.6% | 2.6 | -9.8 | 12.1% | ? | 0.0% | -10.6%
> COCCN(CC(=O)Nc1ccccc1C(F)(F)F)C(=O)/C=C/c1cc(Cl)c2c(c1)OCO2
    -5.3 | -2.5% | -13.6% | -8.0 | -1.7 | 20.8% | -4.5% | -0.9% | -4.1%
> Cc1noc(C)c1COc1cccc(C(=O)NC(C)(C)C)c1
    -5.7 | -1.4% | -19.9% | -20.2 | -15.5 | 1.4% | 8.8% | -24.0% | -8.9%

An excerpt of these results, tab-delimited.
Structure	IL-1B inflam inh	HT1080-NT tox	SW480 rerep	DRD3 antagonist	D3 ag	GLP-1R agonist	HT1080 IDH1KD tx	KB-V1 MDR tox	KB-3-1 tox
O=C(O)C1C2C=CC(C2)C1C(=O)Nc1ccccc1Br (configuration not stated)	4.2	-2.1%	-2.4%	8.6	-5.3	3.9%	15.1%	6.7%	-2.8%
Cc1nc2c3cc(Cl)ccc3n(CCN3CCCCC3)c2s1	-12.0	?	14.6µM*	-6.5	-19.3	9.7%	?	-1.1%	0.8%
COc1ccc(C(=O)Nc2ccccc2C(=O)NCc2ccco2)cc1OC	-2.2	-2.2%	-6.5%	42.6	9.8	?	-4.8%	?	4.0%

Compounds were not picked by outcome, and some 12% of all compounds hit somewhere here.
